# TrxR1 substrate – qHTS Assay for Substrates of Mammalian Selenoprotein Thioredoxin Reductase 1 (TrxR1): qHTS; Thioredoxin reductase 1, cytoplasmic (Rattus norvegicus), O89049; purified TrxR1 substrate turnover, NADPH consumption readout; Potency, µM (highest dose often 114 µM), without a hit: at the highest dose activity change, negative = substrate turnover; 0.01% of 390,000 active; AID 588456, 2011; also: potency is read from the fitted curve at half-maximal effect; % is scaled to controls: 0 for no effect and ±100 for the full control effect; nearly all actives have a fitted effect of over 50% in size
# Target sequence (O89049 whole entry, looked up): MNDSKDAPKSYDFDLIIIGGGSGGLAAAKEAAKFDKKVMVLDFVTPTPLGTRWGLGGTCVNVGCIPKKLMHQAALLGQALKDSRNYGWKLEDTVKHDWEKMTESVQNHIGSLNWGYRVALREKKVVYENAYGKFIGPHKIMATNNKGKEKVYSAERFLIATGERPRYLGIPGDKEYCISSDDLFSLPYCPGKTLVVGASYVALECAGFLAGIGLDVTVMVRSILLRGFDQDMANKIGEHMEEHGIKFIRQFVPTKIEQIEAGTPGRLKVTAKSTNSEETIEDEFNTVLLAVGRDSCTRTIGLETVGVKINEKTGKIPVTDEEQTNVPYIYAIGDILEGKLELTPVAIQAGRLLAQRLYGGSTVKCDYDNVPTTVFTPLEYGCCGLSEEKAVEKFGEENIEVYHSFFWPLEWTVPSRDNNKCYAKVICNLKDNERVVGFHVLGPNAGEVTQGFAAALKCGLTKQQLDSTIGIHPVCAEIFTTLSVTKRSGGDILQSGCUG
#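 Rat TrxR1, dispensed at 90 nM, was prereduced with 400 uM NADPH (final) for 5 min at ~22 deg C, then incubated with compound 15 min before 400 uM selenite. A first-read NADPH fluorescence drop versus no-compound background flagged substrates.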
# GRP78 ERSR act – qHTS for Inducers of the Endoplasmic Reticulum Stress Response (ERSR) in Human Glioma: qHTS | U87-MG GRP78 promoter luciferase reporter, 16 h | Potency, µM, for inactives: at the top dose activation, actives largely listed as activators | 0.02% of 420,000 active | AID 602332, 2012; also: potency is read from the fitted curve at half-maximal effect; series mostly up to about 76 µM; % of control where 0% means no effect; nearly all actives have a fitted effect of over 35% in size
#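 ERSR induction read as luciferase luminescence (Bright-Glo, 10 min at room temperature) in stably transfected human U87-MG glioma cells exposed to compounds for 16 h, using GRP78 as sensor.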
# Vif-APOBEC3F blk – qHTS for Inhibitors of Vif-A3F Interactions: qHTS. HeLa A3F-eYFP + Vif (tagged APOBEC3F with the HIV-1 protein that degrades it), YFP fluorescence increase. Potency, µM (highest dose often 46.1 µM), without a hit: at the top dose activity, negative = active. 0.2% of 390,000 active; also: potency is read from the fitted curve at half-maximal effect; % of control where 0% means no effect; nearly all actives have a fitted effect of over 65% in size
#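 HeLa cells stably expressing A3F-eYFP plus Vif, plated and incubated overnight at 37 deg C, then exposed to compounds overnight at 37 deg C. Blocked degradation read as raised yellow fluorescence (Ex 488/Em 500-530).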
# Vif-APOBEC3G blk – qHTS for Inhibitors of Vif-A3G Interactions: qHTS; DNA dC->dU-editing enzyme APOBEC-3G (Homo sapiens), Q9HC16; HeLa A3G-eYFP + Vif (tagged APOBEC3G with the HIV-1 protein that degrades it), YFP fluorescence, overnight; Potency, µM (doses to about 46.1 µM), without a hit: top-dose activity, negative = active, hits mostly inhibitors; 0.076% of 410,000 active;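 also: potency is read from the fitted curve at half-maximal effect; % is scaled to controls: 0 for no effect and ±100 for the full control effect; nearly all actives have a fitted effect of over 60% in size; hits raise eYFP signal because A3G escapes Vif-driven loss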
#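 Read-out is eYFP fluorescence (Ex 488/Em 500-530) from Vif-expressing HeLa A3G-eYFP cells; more signal means A3G escaped Vif-mediated degradation. Cells plated overnight, compound pinned in, incubated overnight at 37 deg C.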
# RXFP1 agonist – qHTS Assay for Agonists of the Relaxin Receptor RXFP1; HEK293T-RXFP1 cAMP TR-FRET, 30 min; response scale: percent of porcine relaxin response, buffer zero; 0.3% of 370,000 active; Potency, µM (top dose mostly 57.5 µM), for the others: at the highest dose activation, hits mostly activators; also: potency is read from the fitted curve at half-maximal effect; % is scaled to controls: 0 for no effect and ±100 for the full control effect; nearly all actives have a fitted effect of over 60% in size; many of its hits are not listed in these tables
#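 HEK293T cells stably expressing RXFP1 were pretreated with the PDE4 inhibitor Ro 20174, exposed to compounds for 30 min at 37C, lysed, and cAMP was read by TR-FRET. Data normalized to buffer (basal) and 29 nM porcine relaxin (100%).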
# IDH1 R132H inh – qHTS for Inhibitors of mutant isocitrate dehydrogenase 1 (IDH1): qHTS | IDH1-R132H enzyme, NADPH consumption, diaphorase/resazurin fluorescence | Potency, µM (doses to about 76.6 µM), inactives show at the highest dose activity change, negative = inhibition, usual class: inhibitors | AID 602179, 2012 | Isocitrate dehydrogenase [NADP] cytoplasmic (Homo sapiens), O75874 | 0.093% of 390,000 active; also: potency is read from the fitted curve at half-maximal effect; % is scaled to controls: 0 for no effect and ±100 for the full control effect; nearly all actives have a fitted effect of over 65% in size
# Target sequence (O75874 whole entry R132H, stated change not applied): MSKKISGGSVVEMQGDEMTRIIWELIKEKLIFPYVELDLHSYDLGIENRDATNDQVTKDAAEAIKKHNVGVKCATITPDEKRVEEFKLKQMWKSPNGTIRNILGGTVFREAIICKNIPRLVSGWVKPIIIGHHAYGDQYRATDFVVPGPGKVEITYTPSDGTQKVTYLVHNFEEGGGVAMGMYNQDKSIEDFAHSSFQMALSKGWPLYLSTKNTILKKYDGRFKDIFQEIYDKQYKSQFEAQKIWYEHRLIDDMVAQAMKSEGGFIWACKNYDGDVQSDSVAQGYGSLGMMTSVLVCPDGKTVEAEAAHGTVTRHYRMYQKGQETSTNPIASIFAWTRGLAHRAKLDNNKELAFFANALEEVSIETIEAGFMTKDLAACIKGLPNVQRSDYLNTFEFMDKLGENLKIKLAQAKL
#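 IDH1-R132H (0.5 ug/mL dispensed) in pH 7.5 Tris buffer was preincubated 30 min with compound, then given a substrate mix of 0.016 mM NADPH and 2 mM alpha-KG for 80 min at room temperature; remaining NADPH was read by diaphorase/resazurin fluorescence.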
# PI4K2A block – qHTS for small molecular inhibitors of PI4K2A | purified PI4K2A, ADP-Glo luminescence, 1 h; active compounds read low | activity change, negative = inhibition, % at 76.9 µM | 0.13% of 420,000 active; in the data active = activity change below about -50%; inconclusive = mostly about -30% to -49%;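 also: -100% = wells without enzyme as full effect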
#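 In this quantitative HTS, ADP production by PI4K2A was quantified luminescently after 1 h at ambient temperature; 100 microM adenosine served as plate-quality control.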
# USP1-UAF1 inh – Inhibitors of USP1/UAF1: Primary Screen. Ubiquitin carboxyl-terminal hydrolase 1 (Homo sapiens), O94782. 0.23% of 390,000 active. AID 743255, 2014. recombinant USP1/UAF1, Ub-Rhodamine cleavage fluorescence. Potency, µM (doses to about 57.1 µM), for the others: at the highest dose activity change, negative = inhibition, most hits filed as inhibitors; also: potency is read from the fitted curve at half-maximal effect; % is scaled to controls: 0 for no effect and ±100 for the full control effect; nearly all actives have a fitted effect of over 60% in size; inactives centre near -12
#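 1 nM enzyme complex + cpd, 15 min RT; start with Ub-Rho 150nM final; kinetic fluorescence ex 480/em 540, 6 reads q60 s. Buffer 50mM HEPES pH 7.8, 0.5mM EDTA, 0.1 mg/ml BSA, 1mM TCEP, 0.01% Tween-20.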
# LDHA inh – qHTS assay for inhibitors of human lactate dehydrogenase; purified LDHA, NADH/diaphorase-resazurin fluorescence; active compounds read low; activity change, % (values are at about 110 or 230 µM); 0.15% of 480,000 active; AID 1347041, 2019; in the data active = activity change below about -30%; inconclusive = mostly about -25% to -30%;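 also: plate controls were DMSO wells for no effect and wells without enzyme for full effect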
#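 Enzyme activity of human lactate dehydrogenase 5 (2 nM; 0.06 mM NADH, 0.2 mM pyruvate, 5 min, RT) is measured via a resazurin/diaphorase fluorescence readout of residual NADH.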
# Starred values were filed as active, the others as inactive; ? = inconclusive; . = not tested or not shown; [ ] = dose if it differs, or a comment. Unless noted, calls follow the shape of the dose curve; as a rule, active = well fitted curve in the direction sought with a large enough effect; inconclusive = small, poorly fitted or top-dose-only effect, or another doubt; inactive = no such curve, though single readings can be large; an effect the other way counts as inactive or inconclusive.
SMILES,TrxR1 substrate,GRP78 ERSR act,Vif-APOBEC3F blk,Vif-APOBEC3G blk,RXFP1 agonist,IDH1 R132H inh,PI4K2A block,USP1-UAF1 inh,LDHA inh
O=C(CN(C(=O)CNS(=O)(=O)c1ccccc1)c1ccc2c(c1)OCCO2)NCc1ccco1,13%[57.1 µM],1%,-1%,-4%,0.6%,2%,8,-20%,-2
COc1ccc(NC(=O)c2cc3ccccc3oc2=O)cc1,.,-8%,1%,-1%,.,-5%,-30,0%,-4
CN(Cc1nc(-c2cnccn2)no1)C1CC(C)(C)NC(C)(C)C1,3%[57.1 µM],-3%,-2%,0%,-2.1%,9%,2,-11%,0
O=C(COC(=O)C1CC(O)CN1S(=O)(=O)c1ccc(Cl)cc1)c1ccccc1Cl (configuration not stated),-2%,4%,2%,-4%,0.3%,11%,4,-21%,-3
CNc1cc([N+](=O)[O-])ccc1N/C=C/C(=O)c1cccs1,4%[57.1 µM],3%,-13%,-9%,0.6%,2%,-10,-8%,-1
Cc1ccc(N(CC(O)CN2C(=O)NC(C)(C)C2=O)S(=O)(=O)c2ccc(C)cc2)cc1 (configuration not stated),-3%,-9%,-1%,0%,0.4%,2%,2,-5%,-7
CCc1nnc(NC(=O)CSc2nnc(C3CCCCC3)n2-c2ccccc2)s1,-4%,-5%,1%,0%,0.6%,6%,3,-10%,-2
O=C(Nc1ccccc1)c1sc2cc(C(F)(F)F)cnc2c1-c1cccs1,4%[57.1 µM],2%,4%,-5%,0.0%,2%,-1,-22%,2
CCn1ccnc1CN(C)Cc1cn(-c2ccc(C)cc2)nc1-c1cccc(C)c1,-10%[57.1 µM],-5%,-5%,-1%,0.2%,4%,6,?,11
O=C(Cn1cncc1-c1ccc([N+](=O)[O-])cc1)Nc1ccccc1F,2%,-5%,5%,0%,2.9%,12%,-16,-20%,-7
CC(C)C(Nc1ccc(S(=O)(=O)N2CCOCC2)cc1[N+](=O)[O-])C(=O)O (configuration not stated),-2%[57.1 µM],-6%,-1%,2%,0.7%,10%,-1,-17%,2
Cc1cccc(N(C)C(=O)CN(C)S(=O)(=O)c2ccc3[nH]c4c(c3c2)CCCC4)c1,-7%,-5%,-14%,0%,0.8%,-13%,-2,?,6
CN(C(=O)c1ccccc1-c1ncc[nH]1)C1CCCN(Cc2ccccc2F)C1 (configuration not stated),-7%,0%,-5%,-6%,6.0%,10%,4,-13%,-2
Fc1cccc(COc2ccccc2CNc2ccccc2)c1,-9%,-2%,-1%,-1%,-1.2%,1%,3,-4%,-5
O=C(Cn1ccn(-c2cccc(Cl)c2)c(=O)c1=O)c1ccc(F)cc1,10%[11.4 µM],-3%,2%,-2%,5.2%,-3%,-2,0%,-13
COC(=O)/C=c1\sc2n(c1=O)C(C)=CC(C)(C)N=2,-10%,-5%,-2%,-5%,0.4%,4%,0,-13%,-3
O=C(CN1C(=O)c2ccccc2C1=O)Nc1sc2c(c1C(=O)NCc1ccco1)CCCC2,-10%,-1%,4%,-5%,0.5%,10%,-6,-7%,-3
Cc1nc2ncnn2c(C)c1CCC(=O)NCc1ccc2c(c1)OCO2,-1%,-1%,-7%,2%,0.5%,9%,2,-13%,-9
Cc1cc(Br)c(S(=O)(=O)n2nnc3ccccc32)cc1C,-3%,-3%,-4%,0%,-1.2%,2%,-3,-12%,0
O=C(Cc1cccc2ccccc12)NN1C(=O)C2C(C1=O)C1C=CC2C12CC2 (configuration not stated),-1%,-7%,0%,-1%,-0.6%,3%,-6,-15%,0
Cc1ccc(NC(=O)CSc2nc(NS(=O)(=O)c3ccc(C)cc3)cc(=O)[nH]2)cc1,-5%[57.1 µM],-1%,7%,2%,1.4%,-5%,4,-6%,-4
COc1ccc([C@H]2CC(=O)C=C(c3cccc(OC)c3OC)C2)cc1OC,5%[57.1 µM],0%,-6%,-5%,-1.1%,-4%,-1,-5%,1
C[C@@H]1CN([C@H](C)CO)C(=O)CCCn2cc(nn2)CO[C@H]1CN(C)C(=O)Nc1ccccc1C(F)(F)F,.,-4%,-4%,0%,.,-6%,2,-1%,-4
Cc1nnc(SCC(=O)Nc2cccc(S(=O)(=O)NC3=NCCCCC3)c2)n1Cc1ccccc1,-5%,-3%,1%,-1%,1.4%,15%,4,-3%,-7

# 7 entries already listed, ordered by formula weight, highest first.
SMILES,TrxR1 substrate,GRP78 ERSR act,Vif-APOBEC3F blk,Vif-APOBEC3G blk,RXFP1 agonist,IDH1 R132H inh,PI4K2A block,USP1-UAF1 inh,LDHA inh
Cc1nnc(SCC(=O)Nc2cccc(S(=O)(=O)NC3=NCCCCC3)c2)n1Cc1ccccc1,-5%,-3%,1%,-1%,1.4%,15%,4,-3%,-7
O=C(CN1C(=O)c2ccccc2C1=O)Nc1sc2c(c1C(=O)NCc1ccco1)CCCC2,-10%,-1%,4%,-5%,0.5%,10%,-6,-7%,-3
CN(C(=O)c1ccccc1-c1ncc[nH]1)C1CCCN(Cc2ccccc2F)C1 (configuration not stated),-7%,0%,-5%,-6%,6.0%,10%,4,-13%,-2
O=C(Cc1cccc2ccccc12)NN1C(=O)C2C(C1=O)C1C=CC2C12CC2 (configuration not stated),-1%,-7%,0%,-1%,-0.6%,3%,-6,-15%,0
Cc1cc(Br)c(S(=O)(=O)n2nnc3ccccc32)cc1C,-3%,-3%,-4%,0%,-1.2%,2%,-3,-12%,0
O=C(Cn1ccn(-c2cccc(Cl)c2)c(=O)c1=O)c1ccc(F)cc1,10%[11.4 µM],-3%,2%,-2%,5.2%,-3%,-2,0%,-13
Fc1cccc(COc2ccccc2CNc2ccccc2)c1,-9%,-2%,-1%,-1%,-1.2%,1%,3,-4%,-5

# Next section
SMILES,TrxR1 substrate,GRP78 ERSR act,Vif-APOBEC3F blk,Vif-APOBEC3G blk,RXFP1 agonist,IDH1 R132H inh,PI4K2A block,USP1-UAF1 inh,LDHA inh
Cc1ccnc(NS(=O)(=O)c2ccc(Cl)nc2)c1,4%,-5%,0%,4%,0.5%,10%,0,-3%,-8
CCC1CCC(c2nnc(-c3ccc([N+](=O)[O-])cc3)o2)CC1 (configuration not stated),-14%,4%,-2%,-9%,0.1%,2%,-1,0%,-9
CCOc1cc(S(=O)(=O)NCc2ccc(OC)cc2)c(OCC)cc1-n1cnnn1,15%,-4%,1%,?,2.8%,5%,6,-6%,-3
O=C(NCCCN1CCC(Cc2ccccc2)CC1)C1CC(=O)N(C2CCCCCC2)C1 (configuration not stated),-4%,-3%,-9%,2%,0.0%,0%,-4,-14%,0
O=C1Nc2ccc(Br)cc2/C1=C/C(=O)c1ccccc1,7%[57.1 µM],-14%,10%,?,.,-16%,16,-18%,-3
CC(C(=O)NCc1ccccc1)n1cc([N+](=O)[O-])cn1 (configuration not stated),?,1%,-6%,-1%,-2.5%,-11%,-2,-18%,-1
COc1cc(C(=O)N2C(=O)c3cccc(N)c3C2=O)cc(OC)c1OC,-3%[57.1 µM],2%,-25%,-1%,3.1%,-5%,6,6%,-7
CCOc1ccccc1NC(=O)CCNS(=O)(=O)c1ccc2[nH]c(=O)oc2c1,-9%,-2%,-9%,-6%,-0.1%,4%,3,-16%,-3
Brc1cc2c(cc1/C=N/Nc1nc(N3CCCC3)nc(N3CCOCC3)n1)OCO2,-7%,-2%,7%,1%,-0.2%,2%,1,-19%,-2
CSc1cc(-c2ccc(Cl)cc2)c(C(=O)NC(C)C)s1,-4%[57.1 µM],-8%,6%,2%,?,0%,1,-20%,0
O=C(NC1=NCCS1)c1cccs1,-7%[57.1 µM],?,2%,-4%,0.0%,7%,0,-21%,-6
CC[C@H](C)[C@@H](CO)NC(=O)[C@H]1O[C@@H](n2ccc(=O)[nH]c2=O)[C@H](O)[C@@H]1O,.,-2%,.,-1%,.,.,-2,.,-4
COc1ccccc1NC(=O)CSc1nnc(Cn2cnc3ccccc32)o1,3%[57.1 µM],4%,6%,0%,0.0%,4%,-2,-15%,-9
OCCC1CN(Cc2ccon2)CCN1CCc1ccccc1 (configuration not stated),-3%,-3%,16%,-1%,4.0%,0%,-2,-21%,0

# Screens (PubChem BioAssay)

# These rows are one share of the data. The share of hits here may be higher or lower than overall.
